Pol beta inh = qHTS Assay for Inhibitors of DNA Polymerase Beta; P06746; Pol beta primer extension/strand displacement, fluorescence kinetic; Potency, µM (highest dose often 114 µM), for the others: at the highest dose activity change, negative = inhibition, actives largely listed as inhibitors; 340,000 tested, 1.3% active; AID 485314, 2010; note: potency is the fitted concentration of half-maximal effect; % is set by controls: 0 for no effect and ±100 for the full control effect
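Pol beta (10 nM) was preincubated with compound for 15 min at room temperature. The reaction was then started with 50 nM substrate and read immediately and after a further 10 min at room temperature.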
ERG-DNA inh = qHTS for Small Molecule Inhibitors of the ERG Ets/DNA interaction; Transcriptional regulator ERG (Homo sapiens), P11308; 370,000 tested, 0.028% active; Potency, µM (top dose mostly 76.9 µM), for the others: at the highest dose FP activity, negative = inhibition, most hits filed as inhibitors; fluorescence polarization, His-ERG Ets domain / labelled DNA; AID 624246, 2012; active = well fitted inhibition curve with a large enough effect in the polarisation, with a control signal flat; inconclusive = small, poorly fitted or top-dose-only effect, or effect the other way, or a change in a side signal; inactive = no such curve, though single readings can be large or run the other way; the % refers to the polarisation;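 note: polarization taken with two DNA probes labelled with fluorescein and Texas red; potency is the fitted concentration of half-maximal effect; % of control where 0% means no effect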
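His-tagged ERG Ets domain (1 uM in the protein solution; 300mM KCl, 50mM Tris-HCl, 1mM EDTA, 1mM DTT, pH 7.5) received compound, then a probe mix of 5 nM fluorescein-DNA and 100nM Texas-615-DNA. Fluorescence polarization was read for both dyes.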
Pol kappa inh = qHTS for Inhibitors of Polymerase Kappa | 400,000 tested, 0.53% active | purified Pol kappa, fluorescent DNA synthesis assay, 10 min | DNA polymerase kappa (Homo sapiens), Q9UBT6 | AID 588579, 2011 | Potency, µM (doses to about 107 µM), for inactives: at the highest dose activity, negative = inhibition, most hits filed as inhibitors; note: potency is the fitted concentration of half-maximal effect; % is set by controls: 0 for no effect and ±100 for the full control effect
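Kinetic fluorescence screen: compound preincubated 15 min RT with 10 nM enzyme; 50 nM substrate (final) initiates; reads at 0/10 min.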
POLI inh = qHTS for Inhibitors of Polymerase Iota; DNA polymerase iota (Homo sapiens), Q9UNA4; Pol iota fluorescent replication assay, 10 min; Potency, µM (titrated, usually from 115 µM), for the others: top-dose activity, negative = inhibition, most hits filed as inhibitors; 390,000 tested, 1% active; note: potency is the fitted concentration of half-maximal effect
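Pol iota at 10 nM preincubated 15 min with compounds at room temperature; reaction started with fluorescent substrate, 50 nM final. Fluorescence read kinetically at 0 and 10 min; buffer-only wells as negative control.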
BLM helicase inh = qHTS Assay for Inhibitors of Bloom's syndrome helicase (BLM); RecQ-like DNA helicase BLM (Homo sapiens), P54132; recombinant BLM DNA unwinding, fluorescence dequenching; Potency, µM (series often up to 56.1 µM), without a hit: top-dose activity change, negative = inhibition, hits mostly inhibitors; 350,000 tested, 0.2% active;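 note: potency is the fitted concentration of half-maximal effect; plate controls were vehicle for no effect and no enzyme for full effect; nearly all actives have a fitted effect of over 35% in size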
Target sequence (P54132 whole entry, looked up): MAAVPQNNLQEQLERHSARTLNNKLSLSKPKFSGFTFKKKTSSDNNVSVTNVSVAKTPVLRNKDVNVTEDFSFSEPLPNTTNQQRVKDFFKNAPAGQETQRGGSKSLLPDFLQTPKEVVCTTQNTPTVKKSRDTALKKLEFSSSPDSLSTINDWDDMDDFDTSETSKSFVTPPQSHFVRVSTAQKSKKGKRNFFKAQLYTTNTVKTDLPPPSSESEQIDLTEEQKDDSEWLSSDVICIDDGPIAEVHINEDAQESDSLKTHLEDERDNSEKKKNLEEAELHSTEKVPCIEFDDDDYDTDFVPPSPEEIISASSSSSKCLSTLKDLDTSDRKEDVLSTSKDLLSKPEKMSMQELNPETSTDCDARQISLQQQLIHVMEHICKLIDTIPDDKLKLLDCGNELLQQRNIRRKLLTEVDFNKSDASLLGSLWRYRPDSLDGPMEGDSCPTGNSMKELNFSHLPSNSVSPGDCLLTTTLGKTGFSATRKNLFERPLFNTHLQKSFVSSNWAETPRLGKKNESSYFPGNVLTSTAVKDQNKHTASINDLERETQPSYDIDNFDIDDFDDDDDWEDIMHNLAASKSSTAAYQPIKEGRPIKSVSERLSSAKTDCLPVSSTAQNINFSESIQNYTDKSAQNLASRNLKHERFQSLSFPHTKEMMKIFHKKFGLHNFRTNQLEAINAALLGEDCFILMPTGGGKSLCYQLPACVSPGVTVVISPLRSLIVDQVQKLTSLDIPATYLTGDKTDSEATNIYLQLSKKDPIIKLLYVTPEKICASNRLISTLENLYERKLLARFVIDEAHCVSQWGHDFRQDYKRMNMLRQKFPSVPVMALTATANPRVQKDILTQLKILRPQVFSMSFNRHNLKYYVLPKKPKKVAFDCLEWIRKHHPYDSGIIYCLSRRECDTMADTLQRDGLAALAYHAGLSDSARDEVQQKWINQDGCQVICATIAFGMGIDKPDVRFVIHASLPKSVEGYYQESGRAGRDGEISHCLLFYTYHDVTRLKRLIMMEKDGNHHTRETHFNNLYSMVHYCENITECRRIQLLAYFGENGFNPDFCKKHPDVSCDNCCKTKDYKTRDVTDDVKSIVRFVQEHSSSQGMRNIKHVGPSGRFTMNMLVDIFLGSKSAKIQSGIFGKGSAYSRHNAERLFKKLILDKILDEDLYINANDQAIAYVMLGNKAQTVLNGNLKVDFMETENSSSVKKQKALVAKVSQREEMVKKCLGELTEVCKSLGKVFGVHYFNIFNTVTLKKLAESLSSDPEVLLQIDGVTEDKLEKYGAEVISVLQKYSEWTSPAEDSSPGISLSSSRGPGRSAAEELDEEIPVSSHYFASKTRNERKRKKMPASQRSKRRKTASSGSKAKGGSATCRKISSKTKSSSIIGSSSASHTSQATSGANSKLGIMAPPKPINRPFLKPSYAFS
APE1 inh = qHTS Assay for Inhibitors of the Human Apurinic/apyrimidinic Endonuclease 1 (APE1). recombinant APE1, TAMRA/BHQ-2 abasic DNA cleavage fluorescence. DNA repair nuclease/redox regulator APEX1 (Homo sapiens), P27695. AID 2517, 2012. Potency, µM (doses to about 65.8 µM), inactives show at the top dose activity change, negative = inhibition, most hits filed as inhibitors. 350,000 tested, 0.35% active;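 note: potency is the fitted concentration of half-maximal effect; plate controls were vehicle for no effect and reference inhibitor for full effect; nearly all actives have a fitted effect of over 55% in size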
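Compound pre-exposure to 0.75 nM APE1, 15 min at ambient temperature. Reaction initiated with 50 nM TAMRA/BHQ-2 THF substrate, read immediately in kinetic mode, 525 nm excitation, 598 nm emission.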
Anesthetic bind = qHTS Assay for Identification of Novel General Anesthetics; 350,000 tested, 0.074% active; apoferritin/1-aminoanthracene competitive binding, fluorescence; Potency, µM (doses to about 77.5 µM), for inactives: at the highest dose activity change, negative = displacement, usual class: inhibitors; Ferritin light chain (Equus caballus), P02791; note: potency is the fitted concentration of half-maximal effect; % is set by controls: 0 for no effect and ±100 for the full control effect; nearly all actives have a fitted effect of over 20% in size
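10 uM apoferritin + 50% sat. 1-AMA, PBS; cpd 10 min RT; Ex380/Em535 endpoint; normalized to free probe vs complex; 4-param Hill fit; propofol titration as pos. ctrl.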
TRHR agonist = qHTS for Small Molecule Agonists and Allosteric Enhancers of Human TRH Receptor: Primary Screen for Agonists | 360,000 tested, 0.18% active | Thyrotropin-releasing hormone receptor (Homo sapiens), P34981 | AID 493084, 2011 | TRHR cells, calcium flux fluo-8, FDSS agonist mode | activation, % at 2 µM; in the data active = activation above about 30%; note: 0% is about no effect
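Agonist-mode FDSS calcium read (Ex 480/Em 530, 1 s cycles) in 1536-well TRHR cells with fluo-8 dye, after 10-cycle baseline and 23 nL compound addition; TRH at EC20 (10 nM final) added afterwards for the enhancer phase.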
ALOX12 inh = Primary qHTS assay for inhibitors of human arachidonate 12S-lipoxygenase (ALOX12): Round 2; Polyunsaturated fatty acid lipoxygenase ALOX12 (Homo sapiens), P18054; purified 12hLO, xylenol orange hydroperoxide absorbance; Potency, µM (top dose mostly 108 µM), inactives show at the highest dose activity change, negative = inhibition, hits mostly inhibitors; 580,000 tested, 1.1% active; AID 1671190, 2021; note: potency is the fitted concentration of half-maximal effect; % is set by controls: 0 for no effect and ±100 for the full control effect
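Purified human 12hLO (150 nM final) in 25 mM Hepes, 0.01% Triton X-100, pH 7.0 was preincubated 15 min at room temperature with compound. Then 40 uM arachidonic acid was added, 30 min. Hydroperoxide was read by Fe-XO absorbance ratio 573/405 nm.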
* hit, by the source's call; ? = inconclusive; . = no result given; [ ] = remark or other dose. Unless noted, calls come from the whole dose curve; as a rule, active = well fitted curve in the direction sought with a large enough effect; inconclusive = small, poorly fitted or top-dose-only effect, or another doubt; inactive = no such curve, though single readings can be large; an effect the other way counts as inactive or inconclusive.

SMILES	Pol beta inh	ERG-DNA inh	Pol kappa inh	POLI inh	BLM helicase inh	APE1 inh	Anesthetic bind	TRHR agonist	ALOX12 inh
CCCc1c(O)nc(SCCN(CC)CC)n(C(=O)c2ccccc2)c1=O	23%	4%	-4%	21%	-1%	20%	-9%	0.0	-25%
O=C1CCN(S(=O)(=O)c2cccs2)c2ccc(C(F)(F)F)cc2N1	0%	1%	4%	84%[activator]	0%	-2%	1%	0.1	-34%
CCOc1ccc(N=Nc2ccc(O)c3ncccc23)cc1	30%	1%	-5%	74%[activator]	-11%	20%	0%	-0.8	0%
NC(Cc1ccccc1)C(O)(c1ccccc1)c1ccccc1 (centres undefined)	14%	-2%	-9%	-11%	-6%	0%	-21%	-0.9	10%
Cc1cccc(-n2c(N)c(-c3nc4ccccc4n3C)c3nc4ccccc4nc32)c1	23%	0%	0%	19%	1%	26%	4%	13	-13%
CC1=CC2C(CC1=O)C(C)=CCC2C(C)C (centres undefined)	.	.	-12%[60.1 µM]	.	0%	0%	-9%	.	0%
COc1cc2c(cc1OC)C(C)N(C(=O)C1COc3ccccc3O1)CC2 (centres undefined)	-6%	-1%	-4%	8%	-3%	-1%	8%	0.2	-16%
COC(=O)[C@@H](NC(=O)Nc1cc(Cl)ccc1C)C(C)C	-1%	-3%	-7%	13%	3%	4%	-16%	-0.8	7%
COc1cc(C(=S)N2CCOCC2)ccc1OC(=O)c1cc([N+](=O)[O-])c(C)c([N+](=O)[O-])c1	-23%	-1%	0%	21%	-2%	-3%	-9%	0.3	-13%
CC(C)(C)n1nc2c(c1NC(=O)c1cccc(C(F)(F)F)c1)CS(=O)C2 (centres undefined)	1%	12%	-10%	81%[activator]	2%	0%	-10%	0.3	8%
CCOc1ccc(OCCC(=O)OCC(=O)NCCc2ccc(S(N)(=O)=O)cc2)cc1	.	-1%	10%	27%	.	-18%	.	0.5	166%[activator]
CCC(=Cc1ccccc1OC)c1ccncc1	.	6%	-13%	38%[activator]	.	.	.	.	-4%
Cc1ccc(S(=O)(=O)N(CC(=O)N2CCN(c3ccccc3F)CC2)C2CCCCC2)cc1	8%	-7%	-7%	15%	-8%	6%	12%	0.7	-7%
COc1cc(OC)c(C(=O)NCc2ccco2)cc1OC	-8%	-11%	-7%	1%	-1%	-13%	-8%	0.9	108%[activator]
O=C(c1ccco1)N1CCN(c2nc3c(Cl)cccc3s2)CC1	-4%	1%	-12%[60.1 µM]	-2%	2%	.	50%[activator]	-0.7	-70%
O=S(=O)(NCC1CCCO1)c1ccc(-c2ccc(S(=O)(=O)NCC3CCCO3)cc2)cc1 (centres undefined)	-7%	-2%	-4%	0%	-2%	1%	?	0.4	-14%
O=C(NCCCN1CCCC1=O)c1cc2nc(-c3ccco3)cc(C(F)(F)F)n2n1	?	4%	-24%	36%[activator]	-2%	22%	108%[activator]	0.3	-13%
CSc1nc(C)cc(Oc2ccc(OCCOc3ccccc3)nn2)n1	9%	-9%	-11%	-6%	-1%	16%	-21%	0.2	1%
Cc1cc(C)cc(OCC(=O)Nc2nc3ccc([N+](=O)[O-])cc3s2)c1	24%	0%	-10%	41%[activator]	1%	-2%	-13%	0.0	?
CN1CCCC(OC(=O)/C(C#N)=C/c2ccccc2)C1 (centres undefined)	30%	-8%	-11%	21%	-3%	-3%	-3%	0.1	-10%

An excerpt from above in order of length of the SMILES, smallest number first:
SMILES	Pol beta inh	ERG-DNA inh	Pol kappa inh	POLI inh	BLM helicase inh	APE1 inh	Anesthetic bind	TRHR agonist	ALOX12 inh
CC1=CC2C(CC1=O)C(C)=CCC2C(C)C (centres undefined)	.	.	-12%[60.1 µM]	.	0%	0%	-9%	.	0%
NC(Cc1ccccc1)C(O)(c1ccccc1)c1ccccc1 (centres undefined)	14%	-2%	-9%	-11%	-6%	0%	-21%	-0.9	10%
CC(C)(C)n1nc2c(c1NC(=O)c1cccc(C(F)(F)F)c1)CS(=O)C2 (centres undefined)	1%	12%	-10%	81%[activator]	2%	0%	-10%	0.3	8%

Additional records:
SMILES	Pol beta inh	ERG-DNA inh	Pol kappa inh	POLI inh	BLM helicase inh	APE1 inh	Anesthetic bind	TRHR agonist	ALOX12 inh
CCN(C(=O)c1ccc2c(=O)n3c(nc2c1)CCCCC3)c1cc(C)ccc1C	25%	6%	1%	10%	1%	.	-3%	-0.2	-7%
CCOc1ccc(OCCC(=O)OCC(=O)N2CCN(S(=O)(=O)c3ccc(C)cc3C)CC2)cc1	.	6%	-6%	-6%	.	.	.	.	-9%
Cc1cc(-c2ccc(Cl)cc2)oc(=O)c1NC(=O)c1ccccc1	12%	0%	0%	-6%	0%	1%	-9%	-0.4	-7%
CCOC(=O)C1=CNS(=O)(=O)NC1c1ccc(C(F)(F)F)cc1 (centres undefined)	.	-5%	0%	13%	.	5%	.	.	-2%
O=C(c1ccccc1)N1CCCc2ccccc21	10%	4%	-17%	31%[activator]	-4%	-1%	?	-0.4	0%
Cc1ccc(S(=O)(=O)Nc2ccc3c(c2)OCCO3)cc1C	3%	-5%	-2%	72%[activator]	-2%	0%	?	-0.9	-7%
NC(=O)CC(NC(=O)Cc1ccc(Br)cc1)c1ccc(NCc2ccc(F)cc2)c([N+](=O)[O-])c1 (centres undefined)	38%	-6%	-3%	40%[activator]	-2%	-13%	3%	0.5	?
CCOC(=O)c1c(-c2ccccc2)oc2ccc(O)c(CN3CCCC3)c12	-1%	4%	-17%	1%	-5%	0%	?	0.2	?
CC(C)(Cc1ccc(O)cc1)NC(=O)CC(=O)N=Nc1c(O)[nH]c2ccc(Br)cc12	37%[activator]	3%	-13%	45%[activator]	-1%	?	?	-1.0	0%
O=C(CCn1c(=O)[nH]c2ccsc2c1=O)NCc1ccc(F)cc1	1%	8%	-2%	13%	2%	1%	-6%	0.6	-5%
C[C@H]1CC[C@@]2(O[C@H](CCO)C[C@H](O)[C@H]2O)O1	.	-7%	-10%	16%	.	.	.	.	29%
N/C(=N/OC(=O)c1ccccc1F)c1nonc1N	1%	-5%	-3%	60%[activator]	-2%	1%	-7%	-0.4	-14%
Nc1cc(S(=O)(=O)N2CCOCC2)ccc1N1CCCCC1	.	-7%	-3%	?	.	29%	.	.	?
O=C(O)Cn1c(O)c(C2=c3ccccc3=NC2=O)sc1=O	?	19%	-5%	?	-24%	33%	-1%	1.4	?
CC(C)(C)c1ccc(OCC(=O)NNC(=S)NC(=O)c2ccco2)c(Br)c1	15%	13%	-12%	-6%	-8%	31%	-11%	-0.4	?
Cc1ccc(-c2nnc(SCC(=O)CC(=O)Nc3ccccc3)n2-c2ccccc2)cc1	10%	-2%	-8%	8%	-13%	19%	-18%	0.2	?
CCS(=O)(=O)N1Cc2ccccc2CC1C(=O)NC(C)C12CC3CC(CC(C3)C1)C2 (centres undefined)	-23%	0%	-23%	16%	-16%	3%	-16%	-0.6	.
CCCn1c(=O)c(C(=O)NCc2ccccc2OC)c(O)c2ccccc21	-6%	7%	1%	18%	-2%	45%[activator]	0%	0.1	0%
CCC(C)[C@H](NC(=O)NCc1cccc(OC)c1)C(=O)OC (some centres undefined)	13%	0%	3%	3%	3%	2%	-14%	-1.2	7%
Cc1ccc(C(=O)CSC2=C(C#N)C(c3ccco3)CC(=O)N2)c(C)c1 (centres undefined)	32µM*	-12%	?	18µM*	-28%	?	?	9.3	50µM*
CCCCC1=CC2=C(c3ccco3)C(=O)C(C)(OC(=O)c3ccc(OC)cc3)C(=O)C2=CN1CCCCO (centres undefined)	21%	0%	-23%	?	-5%[12.4 µM]	-1%[12.4 µM]	-2%	3.2	-21%
O=C(/C=C/c1ccccc1Cl)Nc1ccncc1	12%	-3%	3%	-1%	4%	4%	-19%	-0.9	?
COc1ccccc1/C=c1\sc2nc(-c3ccco3)nn2c1=O	10µM*	-15%	32µM*	18µM*	-29%	?	-11%	0.0	.

In the list so far, two contain a cyano group:
SMILES	Pol beta inh	ERG-DNA inh	Pol kappa inh	POLI inh	BLM helicase inh	APE1 inh	Anesthetic bind	TRHR agonist	ALOX12 inh
CN1CCCC(OC(=O)/C(C#N)=C/c2ccccc2)C1 (centres undefined)	30%	-8%	-11%	21%	-3%	-3%	-3%	0.1	-10%
Cc1ccc(C(=O)CSC2=C(C#N)C(c3ccco3)CC(=O)N2)c(C)c1 (centres undefined)	32µM*	-12%	?	18µM*	-28%	?	?	9.3	50µM*

By substructure: the compounds so far containing two or more sulfur atoms.
SMILES	Pol beta inh	ERG-DNA inh	Pol kappa inh	POLI inh	BLM helicase inh	APE1 inh	Anesthetic bind	TRHR agonist	ALOX12 inh
O=C1CCN(S(=O)(=O)c2cccs2)c2ccc(C(F)(F)F)cc2N1	0%	1%	4%	84%[activator]	0%	-2%	1%	0.1	-34%
O=S(=O)(NCC1CCCO1)c1ccc(-c2ccc(S(=O)(=O)NCC3CCCO3)cc2)cc1 (centres undefined)	-7%	-2%	-4%	0%	-2%	1%	?	0.4	-14%

Bioassay records from PubChem.

An excerpt (hit frequency here may not be typical).
